Compound activity from PubChem BioAssay.
TAAR1 ag = agonists of human TAAR1; CHO RD-HGA16 TAAR1, Fluo-8 calcium fluorescence; vehicle wells 0%, saturating PEA agonist 100%; activation, % at 3 µM; actives 0.99% (n = 360,000);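 active means activation above the mean activation of all test compounds in the run plus 3 SD, cut at about 38% in these data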
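System: CHO RD-HGA16 cells carrying human TAAR1 plus Gα16; Incubation: 17-24 h seeding, 75 min 37 °C dye, 30 min RT; Measured by: Fluo-8 fluorescence, 5 s baseline then 140 s kinetic read; Control set: DMSO and PEA EC100; Replication: single well for each compound.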
V1R ag counter = V1a receptor agonism, counter-screen for OXTR agonists | P37288 | CHO-V1R cells, Fluo-8 calcium fluorescence, agonist mode; 0% DMSO, 100% 3 nM vasopressin | activation, % at 3 µM | actives 0.25% (n = 320,000);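 active means activation above the mean activation of all tested compounds plus 3 SD, per screening run, cut at about 20% in these data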;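 further: signal is peak over basal fluorescence ratio across a 100 second FLIPR read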
Target sequence (P37288 whole entry, looked up): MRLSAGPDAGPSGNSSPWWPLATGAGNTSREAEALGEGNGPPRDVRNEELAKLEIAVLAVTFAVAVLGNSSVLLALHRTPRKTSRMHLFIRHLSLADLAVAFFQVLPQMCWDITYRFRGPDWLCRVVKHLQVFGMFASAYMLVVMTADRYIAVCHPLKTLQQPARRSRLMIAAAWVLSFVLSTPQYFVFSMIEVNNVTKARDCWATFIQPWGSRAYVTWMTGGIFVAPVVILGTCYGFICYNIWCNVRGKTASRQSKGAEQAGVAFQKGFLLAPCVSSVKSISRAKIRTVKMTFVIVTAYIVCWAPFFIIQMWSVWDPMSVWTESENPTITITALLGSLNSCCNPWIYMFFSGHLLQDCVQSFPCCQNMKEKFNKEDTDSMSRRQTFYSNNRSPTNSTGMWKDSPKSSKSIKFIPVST
OXTR potentiator = potentiators of human oxytocin receptor; actives 0.061% (n = 320,000); AID 2445; CHO-OTR cells, Fluo-8 calcium fluorescence, potentiator mode; 0% = oxytocin EC15, 100% = EC100; P30559; activation, % at 3 µM;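 active means activation above that plate's cutoff, the mean activation of tested compounds plus 3 SD, cut at about 6.6% in these data, passing the limit was not always enough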;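 further: 100% uses oxytocin at 75 nM as the full agonist control; some results filed as inactive read as strong as hits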
Target sequence (P30559 whole entry, looked up): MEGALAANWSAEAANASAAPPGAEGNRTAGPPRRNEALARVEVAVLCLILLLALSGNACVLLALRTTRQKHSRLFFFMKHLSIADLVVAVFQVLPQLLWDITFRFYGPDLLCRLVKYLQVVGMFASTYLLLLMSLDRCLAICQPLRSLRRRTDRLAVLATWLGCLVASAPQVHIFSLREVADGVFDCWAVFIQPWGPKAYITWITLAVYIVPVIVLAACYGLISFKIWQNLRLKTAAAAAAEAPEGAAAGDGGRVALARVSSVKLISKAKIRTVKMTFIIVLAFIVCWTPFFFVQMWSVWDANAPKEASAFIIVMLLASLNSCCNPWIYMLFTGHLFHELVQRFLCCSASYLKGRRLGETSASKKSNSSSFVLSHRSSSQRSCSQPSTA
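Assay system: CHO-OTR cells, human receptor / Also added: oxytocin at about EC15, sub-maximal agonist stimulus / Dosing: single dose, 3.0 µM nominal final compound concentration / Incubation: 6 min pre-incubation, 100 s read / Technique: Fluo-8 calcium dye fluorescence / Read-out: % activation vs EC15 and EC100 oxytocin / Benchmarks: EC15 oxytocin low, 75 nM oxytocin high / Replicates: singlicate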
M1 ag parental = counter-screen for M1 agonists: effect in parental CHO-K1 cells. actives 0.48% (n = 360,000). Fluo-8 calcium fluorescence; scaled to maximal ATP response, vehicle zero. activation, % at 3 µM. AID 602248; in the data active means activation above about 15%;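 further: untransfected CHO-K1 host cells lacking M1 receptor as counterscreen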
CHO parental Ca = counter-screen for OX1R antagonists: effect in parental CHO cells | parental CHO-K1, ATP-induced calcium, Fluo-8 fluorescence | inhibition, % at 5.6 µM | actives 0.63% (n = 330,000);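 active means inhibition above that plate's mean sample inhibition plus 3 SD, cut at about 26% in these data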;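 further: 0% = ATP-challenged DMSO wells and 100% = DMSO wells without ATP; some compounds past the cut are filed as inactive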
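Assay system: untransfected parental CHO cell line. Also added: ATP agonist challenge. Dosing: one dose, 5.6 µM nominal. Measured by: Fluo-8 fluorescence. Read-out: % inhibition. Benchmarks: ATP wells versus no-ATP DMSO wells. Repeats: no replicates.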
TAAR1 antag = human TAAR1 antagonism | Q96RJ0 | CHO RD-HGA16 TAAR1, Fluo-8 calcium fluorescence, antagonist | inhibition, % at 3 µM | actives 1.5% (n = 360,000) | AID 624466;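 active means inhibition above a per-plate cutoff, the mean inhibition of test compounds on that plate plus 3 SD, cut at about 49% in these data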;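 further: 0% = DMSO plus EC80 beta-PEA response and 100% = DMSO alone without agonist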
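Material: RD-HGA16 CHO cells with stable hTAAR1 and Gα16; Dosing: single nominal final test compound concentration of 3 µM; Schedule: seeding 17-24 h prior, 75-min 37 °C, 30-min RT dye loading; Detection: kinetic Fluo-8 calcium fluorescence measurement; Measure: % inhibition from peak post-agonist over basal fluorescence ratio; Benchmarks: vehicle and agonist controls.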
CHRM1 agonist = activates human CHRM1 receptor; P11229; CHO-K1 hM1, Fluo-8 calcium fluorescence, agonist mode; 0% DMSO, 100% acetylcholine EC100; activation, % at 3 µM; actives 0.33% (n = 360,000);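 active means activation above the run's mean compound activation plus 3 SD, cut at about 16% in these data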;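 further: peak over basal fluorescence ratio within a 140 s kinetic read after compound addition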
M1 PAM parental = counter-screen for M1 PAMs: effect in parental CHO-K1 cells; ATP EC20, Fluo-8 calcium fluorescence; 0% at ATP EC20, 100% at ATP max; activation, % at 3 µM; actives 0.02% (n = 360,000);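 active means activation above the run cutoff, the mean activation of all test compounds plus 3 SD, cut at about 40% in these data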;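 further: peak over basal fluorescence ratio in a 140 s read after ATP addition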
CHO-K1 Ca antag = nonselective inhibitor or artifact in parental CHO-K1 cells; ATP-induced calcium, Fluo-8 fluorescence; inhibition, % at 3 µM; actives 0.6% (n = 360,000);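 active means inhibition above a per-plate cutoff, the plate's mean sample inhibition plus 3 SD, cut at about 24% in these data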;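 further: 0% = DMSO plus EC80 ATP and 100% = DMSO alone without ATP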
* hit, by the source's call; / = no result given.

SMILES	TAAR1 ag	V1R ag counter	OXTR potentiator	M1 ag parental	CHO parental Ca	TAAR1 antag	CHRM1 agonist	M1 PAM parental	CHO-K1 Ca antag
Cc1ccc(CNC(=O)C(=O)NCC2OCCN2C(=O)c2cccs2)cc1 (configuration not stated)	0	-1.6	-4	-0.5	-8	-10	-8	11	-7
Cc1nn(C)cc1S(=O)(=O)Nc1ccc2c(c1)OCCO2	1	1.4	4	3.0	-8	-14	-12	-6	-5
O=C(COC(=O)/C=C/c1cccc(C(F)(F)F)c1)NC(=O)NCc1ccccc1	0	/	/	0.1	/	-3	-1	9	-1
Cc1ccsc1C(=O)N1CCC1(C)C(=O)Nc1ccc2c(c1)OCCO2 (configuration not stated)	0	/	/	1.1	/	-11	0	11	-9
CC(C)C(=O)NC(=S)Nc1ccccc1F	11	-0.5	-8	-0.7	1	1	-4	3	0
COc1ccc(CCN2CC(O)=C(c3nc(C)cs3)C2=N)cc1OC	8	1.4	2	0.5	-3	0	-4	-5	15
CN(N=Cc1ccc([N+](=O)[O-])cc1)c1ccccn1	-2	/	/	-0.5	/	-6	-6	-3	4
CC(C)CC(C(=O)OCC(=O)Nc1cccc(Cl)c1)N1C(=O)C2CC=CCC2C1=O (configuration not stated)	9	1.2	-6	0.5	-14	28	-6	8	-14
COC(=O)CS(=O)(=O)c1nnc([C@H](Cc2ccccc2)NC(=O)OC(C)(C)C)o1	7	1.6	-15	1.9	17	33	-1	12	9
CCc1nc2ccc(C(=O)NC3CCN(Cc4ccccc4)CC3)cn2c1N(CC)CCOC	2	/	/	0.1	/	-13	-10	-3	-2
CCCCn1c(N)c(N(Cc2ccccc2OC)C(=O)c2c(CC)noc2C)c(=O)[nH]c1=O	-1	0.2	3	0.2	-7	-11	-5	7	-7
CCc1ccc(C=C2SC(=S)N(CCCC(=O)Nc3ccc(C(=O)O)cc3)C2=O)cc1	2	/	/	-0.1	/	-20	0	13	-12
N=C1SC(CC(=O)Nc2ccc([N+](=O)[O-])cc2)C(=O)N1c1ccccc1 (configuration not stated)	0	-0.6	-2	2.7	-4	3	-5	5	0
Cc1ccc(SCC(=O)OCC(=O)N(CCC#N)c2ccccc2)cc1C	14	7.1	-15	3.3	-10	16	-3	-9	-7
O=C(NCc1ccco1)c1nn2c(C(F)(F)F)cc(-c3cccs3)nc2c1Cl	14	-0.5	-1	0.7	-10	8	-4	-7	-13
COC(=O)c1ccccc1S(=O)(=O)N1CCC(C(=O)Nc2ccc(N3CCOCC3)cc2)CC1	6	1.7	-5	0.2	-2	-14	-3	11	-7
CN(Cc1ccno1)C(=O)CC1C(=O)NCCN1CC(c1ccccc1)c1ccccc1 (configuration not stated)	16	-0.8	-9	0.8	-21	1	-5	18	-15
C=CCn1c(SCc2ccc(Cl)cc2)nc2cc(C(=O)N3CCC(C(N)=O)CC3)ccc2c1=O	5	-0.7	-4	0.3	-2	28	-2	-8	15
O=C(NCCN1CCOCC1)c1ccc2c(c1)N(Cc1ccccc1)CCS2	2	0.4	-7	1.0	-7	7	-8	13	2
CC1=Nc2ccccc2/C1=C/c1sc(=S)n(-c2cccc(C(=O)O)c2)c1O	21	/	/	6.9	/	4	3	1	4
CCSc1nnc(NC(=O)C2Cc3ccccc3CN2S(=O)(=O)CC)s1 (configuration not stated)	2	-0.4	-6	0.8	-14	-8	-9	21	-3
Cc1cc(N2CCOCC2)nc2ccc(NC(=S)NCc3ccc4c(c3)OCO4)cc12	10	4.9	-4	2.7	-6	-20	-4	6	4
COc1ccc(Cn2c(=O)oc3ccccc32)cc1OC	3	/	/	4.2	/	-14	5	5	-6
COc1cc(C(=O)Nc2nnc(Cc3ccccc3)s2)cc(OC)c1OC	2	/	/	3.1	/	16	0	-13	1
COc1cccc(CC2(CO)CCCN(Cc3ccc(C)s3)C2)c1 (configuration not stated)	3	4.4	-6	5.0	-11	7	-11	7	5
C#CCOc1ccc(/C=C2/C(=O)ON=C2C)cc1Br	10	0.0	-14	-0.1	-1	-7	-2	22	-11
COc1ccc(/C=N/NC(=O)c2ccco2)cc1COc1ccc(F)cc1	0	-1.4	-4	1.0	3	13	0	-19	1
Cc1ccc(S(=O)(=O)N(C)C)cc1NC(=O)COC(=O)Cc1cccs1	4	0.0	-5	1.6	-11	-23	-4	6	-4
CC(C)c1ccc(NC(=O)NCc2ccccn2)cc1	0	0.1	-2	0.3	8	0	-4	-25	13
Cc1ccc(CNc2ccc3c(c2)ncn3C)cc1	2	1.4	-5	0.3	9	-8	0	-8	15
O=C(Nc1ccccc1)Nc1scc2c1c(=O)oc1ccccc12	0	0.3	-6	/	2	18	/	/	/
CCc1nc2ccccc2nc1N1CCN(S(=O)(=O)c2ccccc2)CC1	4	0.5	0	2.5	-4	24	6	4	-3
O=C(CNc1ccccc1OC(F)F)N1CCc2ccccc21	21	-0.8	-2	0.8	-8	24	-13	26	-8
CN(Cc1cccnc1)Cc1cn(C)nc1-c1cccc(Cl)c1	0	0.1	5	1.3	-5	-4	-3	-1	-10
Cc1ccc(-c2csc(NC(=O)c3cccc([N+](=O)[O-])c3C(=O)O)n2)cc1	0	-0.4	-7	0.1	-18	-11	-4	20	-12
CC1CCN(C(=O)COc2coc(CN3CCc4ccccc43)cc2=O)CC1	1	2.5	-2	0.1	-7	-8	-2	13	-3
CC(=O)Nc1ccc(C(=O)NNC(=O)CCc2ccccc2)cc1	3	1.3	6	-0.3	1	-11	-4	15	-5
Cc1ccc(/C=C/C(=O)c2ccc(N3CCOCC3)cc2)s1	8	2.7	-14	3.2	-16	15	-6	-3	6
O=C(Nc1ccccc1)C1CCCN1C(=O)Nc1ccccc1[N+](=O)[O-] (configuration not stated)	7	0.1	1	0.0	-8	-9	-7	17	-11
Cc1cc(C)n2nc(C(F)(F)F)c(-c3ccccc3)c2n1	5	-1.3	-2	-1.0	-5	-14	-6	18	-18
COc1ccc(NC(=O)COC(=O)c2ccc(OCc3ccc(Cl)cc3Cl)c(OC)c2)c(OC)c1	1	0.6	4	0.5	-9	-10	-4	13	-7
COCCn1c(C)cc(C(=O)CSc2nnc(-c3cccnc3)n2-c2ccccc2F)c1C	2	0.0	-13	1.4	-11	-4	-1	11	-5
CC(C)CNC(=O)C(=O)NC1CCCC1	4	0.3	-6	0.3	6	0	-2	4	-5
CCc1nc2ccc(C(=O)N3CCNC(=O)C3)cn2c1N(C)CCC(C)C	2	/	/	0.6	/	-31	-9	14	0
O=C(NC1CC1)C1=C[C@H](c2csc3ccccc23)C[C@H](OCc2ccc(CO)cc2)O1	34	3.5	-6	4.5	-17	58*	-6	16	-8
CC1(C(=O)NS(=O)(=O)c2ccc(Cl)cc2)CCN1C(=O)Cc1cc(F)ccc1F (configuration not stated)	4	/	/	-0.1	/	-14	-4	12	-13
O=C(Nc1cccc2ccccc12)c1nn(C23CC4CC(CC(C4)C2)C3)cc1[N+](=O)[O-]	4	-0.2	0	0.3	-18	5	-8	20	-13
COC(=O)Cc1c(C(=O)OC)nnn1-c1cccc(C(F)(F)F)c1	0	1.5	3	-0.2	3	4	-3	1	3
CNC(=O)C1CC(=O)N(c2ccc(OCC(=O)Nc3ccc(F)cc3)cc2)C1 (configuration not stated)	2	/	/	1.4	/	14	-4	18	-19
O=C(Cn1nc(-c2ccccc2)oc1=O)OCC(=O)c1ccccc1	1	2.2	-2	-0.4	-6	-28	5	24	14
O=C(Cc1ccc([N+](=O)[O-])cc1)OCc1ccc([N+](=O)[O-])cc1	-5	1.8	-13	2.8	10	23	-8	19	-19
Cc1ccc(N=Nc2c(C)[nH]n(C(N)=S)c2=O)cc1C	1	-0.8	-6	0.2	-22	-18	-6	16	-3
COCCCNC(=O)c1cc(Sc2nnc(C)s2)nc2ccccc12	-2	0.5	-3	1.0	-9	-20	-2	19	-8
O=[N+]([O-])c1cn(-c2nc(-c3ccco3)cc(C(F)(F)F)n2)cn1	6	1.7	-5	0.6	-7	-10	-2	-6	-2
COc1ccc(C(C#N)N2CCC(c3ccccc3)=N2)cc1 (configuration not stated)	7	0.8	-4	-0.4	-13	-22	-3	9	-16
CCc1nc2c(OCc3cccc(Cl)c3)cccn2c1N(C)C(C)=O	1	/	/	0.0	/	9	-7	-17	21
O=C(COc1ccccc1Cl)N1CCc2ccccc21	0	/	/	-0.7	/	0	-5	5	-14
O=C1NC[C@H](CCCCN2CCN(Cc3ccccc3)C(=O)C2=O)N(CCc2ccccc2)C1=O	7	/	/	-0.2	/	-7	/	-4	-3
O=C(Nc1nc(-c2ccc(Cl)cc2)cs1)NC1CCCCC1	0	-0.1	-14	1.3	-17	11	-6	9	3
Cc1cc(N2CCN(c3ccccc3)CC2)nc(-c2ccccc2)n1	8	0.2	-9	0.2	-29	-9	-3	18	-5

Next part
SMILES	TAAR1 ag	V1R ag counter	OXTR potentiator	M1 ag parental	CHO parental Ca	TAAR1 antag	CHRM1 agonist	M1 PAM parental	CHO-K1 Ca antag
Cc1ccc2[nH]c(O)c(N=Nc3ccccc3C)c2c1	4	-0.1	-14	2.1	6	-30	-3	17	-12
CC(=O)c1cccc(NC(=O)C2CCCN(S(=O)(=O)c3cccc4cccnc34)C2)c1 (configuration not stated)	8	1.1	-2	3.9	-10	52*	-4	9	10
COC(=O)C1C2C=CC(C3CC23)C1C(=O)OCC(=O)c1ccccc1 (configuration not stated)	8	-0.6	-4	2.0	-6	12	-1	8	5
COc1ccc2nc(C)cc(N/N=C/c3ccc(F)cc3)c2c1	4	-0.1	1	0.8	-13	3	-5	15	-2
Cc1cc(=O)nc2c3ccccc3n(CC(=O)NC3CCCCC3)n12	1	0.1	-4	0.8	-11	-17	-3	9	-8
COc1ccccc1C(=O)Nc1ccc2c(c1)nc(CN1CCN(C(C)=O)CC1)n2C	1	-0.4	-1	-0.6	-26	12	-3	-7	24*

Whole records, quoted from the list:
Cc1cc(=O)nc2c3ccccc3n(CC(=O)NC3CCCCC3)n12 is entered as TAAR1 ag: 1; V1R ag counter: 0.1; OXTR potentiator: -4; M1 ag parental: 0.8; CHO parental Ca: -11; TAAR1 antag: -17; CHRM1 agonist: -3; M1 PAM parental: 9; CHO-K1 Ca antag: -8
CC(=O)c1cccc(NC(=O)C2CCCN(S(=O)(=O)c3cccc4cccnc34)C2)c1 (configuration not stated) is entered as TAAR1 ag: 8; V1R ag counter: 1.1; OXTR potentiator: -2; M1 ag parental: 3.9; CHO parental Ca: -10; TAAR1 antag: 52*; CHRM1 agonist: -4; M1 PAM parental: 9; CHO-K1 Ca antag: 10

Outcome played no part in choosing rows; about 3.3% have a hit in one of these screens.
